# High-throughput results from PubChem BioAssay.
# PGE2 EP2 inh: human EP2 receptor antagonists, primary screen, TR-FRET cAMP, C6 glioma cells. inhibition, % at 25 µM. 260,000 compounds, 0.52% hits. C6 glioma cells expressing human EP2; cells stimulated with saturating PGE2;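 active = percent inhibition above 40 after rounding to a whole number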;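 also: rat C6 glioma host cells with rolipram phosphodiesterase inhibitor present; the protocol text gives 20 µM as final concentration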
# Target sequence (P43116 whole entry, looked up): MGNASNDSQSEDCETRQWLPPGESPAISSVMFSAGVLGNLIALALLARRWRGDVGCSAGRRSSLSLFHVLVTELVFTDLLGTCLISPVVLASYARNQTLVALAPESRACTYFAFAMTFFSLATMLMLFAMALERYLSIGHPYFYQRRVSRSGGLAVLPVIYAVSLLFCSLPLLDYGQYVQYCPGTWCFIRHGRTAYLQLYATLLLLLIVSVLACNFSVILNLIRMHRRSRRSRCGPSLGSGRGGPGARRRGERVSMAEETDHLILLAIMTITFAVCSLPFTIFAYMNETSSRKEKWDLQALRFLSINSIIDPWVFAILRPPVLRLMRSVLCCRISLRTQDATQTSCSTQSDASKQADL
# EP2 mod: EP2 receptor modulators, cAMP readout, primary screen, cell-based, HTRF cAMP, PGE2 stimulation | Prostaglandin E2 receptor EP2 subtype (Homo sapiens), P43116 | EP2-expressing cells, cAMP HTRF FRET, PGE2 co-stimulation | induction, % at 25 µM | 260,000 compounds, 0.83% hits;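 active = compounds whose cAMP rise, as percent of the full-agonist control response, exceeds 60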;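 also: rat C6 glioma line stably carrying human EP2 under a CMV promoter; the protocol text gives 20 µM as final concentration; 100% = response of wells given 1 µM PGE2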
# CHOP inh: inhibitors of CHOP promoter induction, primary screen, cell-based, unfolded protein response, luciferase reporter; CHO-K1 CHOP-promoter luciferase, tunicamycin-induced, 15-18 h; AID 2732, 2010; 220,000 compounds, 3.8% hits; inhibition, % at 10 µM;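 active = compounds that reduced the stress-induced luciferase reporter signal by more than about 70% of percent inhibition, limit read from the data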;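 also: 0% = tunicamycin plus vehicle and 100% = wells without tunicamycin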
# TRPN1 ag: zebrafish TRPN1 channel agonists, primary screen, cell-based, HEK293, calcium fluorescence | transient receptor potential cation channel N1 (TRPN1/NompC), Danio rerio | HEK293 zebrafish TRPN1-YFP, Fluo-8 calcium fluorescence; 100% = response to 87 µM carbachol | activation, % at 3 µM | 220,000 compounds, 0.18% hits | AID 1424, 2008;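 active = activation above its plate's cutoff, the mean activation of test wells on that plate plus 3 SD, cut at about 19% in these data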;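 also: 0% = DMSO alone and 100% = 87 µM carbachol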
#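 Material: zebrafish TRPN1-YFP in HEK293 cells; Doses: single test compound dose, 3 µM nominal, 0.3% DMSO; Timing: dye loading 1 h at 37 °C, then 30 min room temperature; Technique: intracellular calcium fluorescence with Fluo-8; Benchmarks: high carbachol 87 µM, low DMSO alone.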
# 14-3-3 Bad inh: inhibitors of 14-3-3 zeta/Bad binding, primary screen, biochemical, TR-FRET, bovine 14-3-3 zeta; 14-3-3 protein zeta/delta (Bos taurus), P63103; TR-FRET 14-3-3zeta/Dy647-pBad peptide displacement, 1 h; inhibition, % at 21.7 µM; 220,000 compounds, 0.71% hits; AID 781, 2007;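 active = inhibition above about 70%, limit read from the data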;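 also: 0% = full 14-3-3 plus peptide FRET controls and 100% = background without 14-3-3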
# Target sequence (P63103 whole entry, looked up): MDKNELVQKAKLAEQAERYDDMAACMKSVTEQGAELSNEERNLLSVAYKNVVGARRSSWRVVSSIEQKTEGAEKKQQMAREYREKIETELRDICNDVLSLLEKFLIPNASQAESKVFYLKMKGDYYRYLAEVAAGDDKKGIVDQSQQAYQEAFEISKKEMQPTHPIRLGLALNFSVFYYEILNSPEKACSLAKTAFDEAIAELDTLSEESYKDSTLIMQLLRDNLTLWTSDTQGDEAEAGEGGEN
# NPY-Y1 PAM-ag: NPY-Y1 receptor potentiators or agonists, primary screen, cell-based. Neuropeptide Y receptor type 1 (Homo sapiens), P25929. activation, % at 3.6 µM. AID 1304, 2008. 220,000 compounds, 0.37% hits. NPY-Y1 expressing cells, potentiator/agonist activation; in the data active = activation above about 33%, passing the limit was not always enough;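 also: cells stimulated with NPY at EC10 then isoproterenol at EC100; 0% = low agonist plus stimulus and 100% = saturating agonist plus stimulus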
# Target sequence (P25929 whole entry, looked up): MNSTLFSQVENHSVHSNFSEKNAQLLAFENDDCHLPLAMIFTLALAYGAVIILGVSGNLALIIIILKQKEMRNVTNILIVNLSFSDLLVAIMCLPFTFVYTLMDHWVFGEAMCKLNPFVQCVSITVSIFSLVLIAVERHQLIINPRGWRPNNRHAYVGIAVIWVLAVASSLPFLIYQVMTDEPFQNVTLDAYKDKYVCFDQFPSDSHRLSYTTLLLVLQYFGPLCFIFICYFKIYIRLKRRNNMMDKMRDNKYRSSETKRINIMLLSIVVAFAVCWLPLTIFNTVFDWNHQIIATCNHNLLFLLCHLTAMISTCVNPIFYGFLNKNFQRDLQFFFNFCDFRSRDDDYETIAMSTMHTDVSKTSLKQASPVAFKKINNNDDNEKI
# TRPML3 ag: human TRPML3 channel agonists, primary screen, cell-based, HEK293 TRPML3-YFP, Fluo-8 calcium fluorescence, 3 µM; Mucolipin-3 (Homo sapiens), Q8TDD5; 100% = the carbachol control signal; activation, % at 3 µM; 220,000 compounds, 0.29% hits; AID 1448, 2008;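 active = activation above its plate's cutoff, the mean activation of the plate's test wells plus 3 SD, cut at about 12% in these data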;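 also: 0% = DMSO only wells and 100% = carbachol wells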
#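 Test system: HEK293 cells stably carrying human TRPML3-YFP; Doses: single dose, 3 µM final nominal compound, 0.3% DMSO final; Schedule: dye loading 1 h 37 °C then 30 min ambient, 125 s read; Technique: Fluo-8 calcium fluorescence; Benchmarks: high control carbachol 87 µM, low control DMSO.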
# NPY Y1 blocker: NPY-Y1 receptor antagonists, primary screen, cell-based | AID 1040, 2008 | Neuropeptide Y receptor type 1 (Homo sapiens), P25929 | inhibition, % at 3.6 µM | HEK293-CNG Y1 cells, membrane potential fluorescence; NPY at EC95, then isoproterenol | 200,000 compounds, 1% hits;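 active = inhibition above the campaign mean inhibition of all tested compounds plus 3 SD, cut at about 20% in these data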;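 also: 0% = DMSO wells given NPY plus isoproterenol and 100% = isoproterenol alone without NPY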
#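 Material: HEK293 Y1/CNG channel cell line; also added: NPY (25 nM), isoproterenol (1 µM), Ro 20-1724 (25 µM); doses: one concentration, 3.6 µM, in 0.4% DMSO; schedule: compound incubation 1 h at room temperature, readout 45 min post-stimulation; technique: membrane potential fluorescence; measure: fluorescence ratio normalized to % inhibition between controls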
# PPC-1+TRAIL kill: compounds killing PPC-1 cancer cells with TRAIL present, primary screen, TRAIL potentiator project, ATPLite luminescence, uHTS | cell killing (% activity), % at 4 µM | AID 1443, 2008 | 220,000 compounds, 0.41% hits | PPC-1 cells + TRAIL, ATPLite viability luminescence;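 active = cell killing above 50% in the first pass at 4 µM, then a duplicate retest at 5 µM averaging 50% or more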;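 also: plate controls were cells with TRAIL plus DMSO for no effect and medium-only wells lacking cells for full effect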
# Active calls of the source: *; . = not tested or not shown; & = joins results of further samples; [ ] = remark or other dose.
SMILES,PGE2 EP2 inh,EP2 mod,CHOP inh,TRPN1 ag,14-3-3 Bad inh,NPY-Y1 PAM-ag,TRPML3 ag,NPY Y1 blocker,PPC-1+TRAIL kill
Cc1ccc(CN2CCNC(=O)C2CC(=O)NCC(F)(F)F)o1 (configuration not stated),9.9,20.3,5.3,2.1,-13.3,-1.8,-0.1,-4.2,-9.3
Cc1ccc(NC(=O)CN(C)S(=O)(=O)c2cccc3nsnc23)cc1Cl,9.4,-28.4,41.5,-1.6,-1.9,17.4,-1.1,3.0,16.0
Cc1cc(C)n2nc3nc4c(cc3c2n1)CCCC4,2.6,21.8,-1.9,-0.1,1.3,12.8,0.6,2.0,-6.9
CC(C)(C)OC(=O)NCCc1nnc(SCc2ccc(Cl)cc2)o1,5.1,20.3,6.9,-1.4,-11.2[fluorescence artefact?],14.8,-0.7,7.3,-7.1
Cc1ccc(CSCCNS(=O)(=O)c2ccccc2)cc1,9.2,17.9,22.5,-2.2,-17.8[fluorescence artefact?],-27.7,-1.1,7.2,11.1
O=C(O)c1cc(-c2ccco2)nc2cc3ccccc3cc12,8.7,-15.4,-7.7,-0.2,31.4,-5.4,1.9,.,18.0
Cc1cc2nc(CS)[nH]c2cc1C,7.2,16.0,-6.2,0.9,-5.7,9.1,0.0,.,-1.7
CS(=O)(=O)N1CCN(c2ccc([N+](=O)[O-])c(NCc3ccccc3)c2)CC1,.,7.8,21.3,0.2,-17.1,12.8,-1.1,1.3,-5.4
c1ccc(-c2cc(N3CCCCC3)ncn2)cc1,7.2,-1.1,33.3,-0.3,-7.1,-8.3,0.3,-4.3,14.7
CSc1ccc(CNCC(O)c2ccccc2)cc1 (configuration not stated),2.9,-18.3,1.3,-1.1,-2.6,-6.6,0.4,10.6,22.3
O=C(OCc1nnc(-c2ccccc2)o1)C1CC(=O)N(Cc2ccco2)C1 (configuration not stated),5.8,-19.9,3.5,0.4,6.0,-6.3,0.4,4.8,5.5
c1ccc(-n2ncc3c(N4CCN(CCOc5cccc6ccccc56)CC4)ncnc32)cc1,1.1,-3.6,62.2,0.4,4.2,-8.0,1.1,3.2,-12.3
CCCCNc1ccc(C(=O)Nc2cccc(C)n2)cc1[N+](=O)[O-],8.5,-12.4,19.6,2.6,1.0,-7.6,0.6,4.6,28.5
COCCn1cnnc1SCC(=O)Nc1ccc(Br)cc1F,4.1,-2.6,-12.3,0.1,0.2,1.7,-0.2,1.3,4.6
CCCCc1ccc(NC(=O)C(=O)NCCN2CCN(Cc3ccc([N+](=O)[O-])cc3)CC2)cc1,1.2,-18.0,52.5,1.4,2.1,1.8,0.8,-0.3,16.6
O=C1OCCC1Sc1nnc(-c2ccccc2Br)n1Cc1ccccc1 (configuration not stated),9.8,23.1,14.1,0.7,-9.8,11.3,0.3,2.9,20.4
CC(=O)/C(N=Nc1cc(C)ccc1O)=C(\C)O,11.9,5.1,2.3,0.1,1.7,2.7,0.2,1.7,14.9
CCSc1nc2ccc(OC)cc2cc1C#N,9.8,3.5,20.8,-0.1,-8.1,-13.2,1.0,7.4,14.7
NC(=O)Nn1c(CCC(=O)O)ccc1-c1ccc(F)cc1,9.3,10.0,-18.5,1.5,1.6,2.0,0.4,-2.2,15.0
CN1C(C(=O)NCc2ccccc2)CC2Cn3c(nc4cc(Cl)c(Cl)cc43)C21 (configuration not stated),6.0,-4.0,2.4,.,-1.8,.,.,.,4.0
Cc1ccc2nc(-c3ccncc3)c(Nc3ccccc3)n2c1,8.2,15.4,2.1,-1.6,-2.5,-10.4,-0.4,-2.4,-3.1
CN1CCN(c2cc3c(c4c2[nH]c2ccccc24)C(=O)CC(C)(C)C3)CC1,13.2,-13.9,36.5,3.0,4.0,29.6,2.2,-0.7,11.3
Cc1cccc(C)c1C(=NCCCN(C)C)c1ccccc1,6.3,7.3,19.8,0.2,-11.5[fluorescence artefact?],-29.3,1.2,6.3,13.0
COc1cccc(C(=O)Nc2nc3c(s2)CN(C)CC3)c1,7.6,-14.1,4.2,1.8,29.7,5.0,0.8,2.1,23.2
Cc1ccc(CNC(=O)CSc2nc3ccsc3c(=O)n2NC(=O)c2ccccc2)cc1,1.2,7.0,3.7,-0.9,-12.7,-0.5,0.4,3.2,0.6
COc1cc(NC(=O)c2cccs2)c(C(=O)OCC(=O)NCc2ccco2)cc1OC,6.4,11.4,40.2,0.3,7.0[fluorescence artefact?],-3.3,-0.1,2.9,16.9
Nc1nc(-c2cccnc2)nn1C(=O)Cc1ccccc1,10.3,2.5,77.6*,-0.4,-0.6[fluorescence artefact?],-22.4,0.2,-3.9,-10.5
CCS(=O)(=O)N1CCC(C(=O)NCc2ccccc2OC)CC1,11.0,5.8,3.4,-0.7,-8.5,-8.0,0.3,1.1,5.1
Cc1cc2c(ncn2C)c(NS(=O)(=O)c2cc(Cl)ccc2Cl)c1C,7.2,16.6,64.4,-1.4,.,-5.5,-0.2,-2.7,14.8
Fc1ccccc1-c1nc(-c2ccccc2)no1,13.7,-5.1,64.2,-0.9,11.4,5.6,0.7,4.9,25.0
CC(=O)Cc1nsc(Nc2ccc3c(c2)OCCO3)n1,9.2&9.4,-16.3&-28.5,-30.1,0.6,-3.0,3.7,-0.1,1.6,18.9
COc1cc2c(cc1NC(=O)Cn1cnc3c1c(=O)n(C)c(=O)n3C)oc1ccccc12,8.2,17.6,47.1,0.6,-1.6,1.6,-0.5,-5.1,2.9
CCOc1ccc(NC(=O)C2CCCCN2S(=O)(=O)c2ccccc2)cc1 (configuration not stated),2.2,-17.6,54.9,-0.7,3.9,4.9,0.7,1.4,9.9
CCN(CC)S(=O)(=O)c1ccc(N2CCN(CCO)CC2)nc1,10.6,-10.7,-11.2,-1.4,13.2[fluorescence artefact?],-10.8,0.4,-2.6,-1.3
CC(C)(C)C1(C)OC(=O)C(=Cc2ccc(OCC(=O)Nc3ccccc3)cc2)C(=O)O1 (configuration not stated),7.0,9.1,7.3,1.6,5.5[fluorescence artefact?],-3.7,0.8,0.1,-4.2
O=C(NCCN1CCOCC1)c1ccc(CS(=O)(=O)c2ccc(Cl)cc2)o1,15.6,23.6,-14.7,1.4,4.4,5.8,0.7,-2.6,17.8
Cc1nn(CCCC(=O)NCc2ccc(Cl)cc2)c(C)c1[N+](=O)[O-],5.2,-2.5,58.1,-0.8,-0.1[fluorescence artefact?],-48.2,-0.2,-2.8,12.2
O=C(N/N=C/c1ccccn1)c1cc(-c2ccccc2Cl)n[nH]1,4.3,-31.8,-1.8,1.9,-10.5,4.8,-0.3,-6.4,16.0
O=C1c2ccc([N+](=O)[O-])cc2C(=O)N1c1ccc(Cl)cn1,12.6,20.8,-9.3,-0.3,-2.6,-2.2,0.2,0.5,6.4
Cc1ccc(N2C(=O)N(Cc3ccccc3C)c3ccccc3S2(=O)=O)cc1,9.7,31.8,-5.5,-1.4,-0.4[fluorescence artefact?],-3.2,0.5,0.6,11.1
Cc1n[nH]c(C)c1S(=O)(=O)N1CCCC(C(=O)NCc2ccc(F)cc2)C1 (configuration not stated),6.0,9.8,9.5,-1.3,-3.5,1.8,0.7,-1.9,18.5
Cc1ccccc1Cn1cc(NC(=O)c2nc3ncccn3n2)cn1,2.3,0.6,-135.6,0.2,6.4,2.8,0.2,-3.1,-11.7
O=S(=O)(c1ccc(F)c(F)c1)N1CCN(Cc2ccc3c(c2)OCO3)CC1,13.0,-18.9,29.4,0.3,-3.8,-5.5,0.8,2.0,7.4
CCN(CC)S(=O)(=O)c1ccc(N2CCOCC2)c(NC(=O)Cc2ccccc2)c1,2.7,6.5,-4.6,-1.1,-2.9,-18.5,0.2,-0.8,1.1
CC1(C)NC(=O)N(CC(O)CN(Cc2ccccc2)Cc2ccccc2)C1=O (configuration not stated),7.3,23.0,-7.9,1.2,-4.6,0.9,0.2,7.0,19.5
O=C(O)CSc1nnc(-c2ccccc2)c(-c2ccccc2)n1,4.9,23.6,-9.9,-0.5,-5.2,12.6,0.1,.,-11.4
O=S(=O)(c1ccc(-c2csc(-c3cccnc3)n2)cc1)N1CCCC1,3.2,-36.4,31.7,1.2,-1.2,-18.9,2.2,-4.7,-15.0
COc1ccc(NC(=O)CSc2ccc3nnc(-c4cccnc4)n3n2)c(OC)c1,9.6,12.2,-1.8,1.0,-20.4,-10.0,1.4,4.5,15.3
CCOc1cc(CNC2CCCC2)c(Cl)cc1OCC(=O)Nc1ccccc1,8.1,-45.7,19.1,1.6,-3.8,-22.1,1.3,-4.1,5.9
NC(=S)Nc1cc2ccccc2c2ccccc12,5.8,-58.3,-10.3,1.6,4.2,-9.5,1.1,4.7,8.3
C/C(=C\C(=O)c1ccccc1)NNc1nc2ccccc2s1,12.8&16.2,-80.7&6.9,9.6,-0.7,8.8,-11.2,-0.1,18.2,-22.0
O=C(c1ccccc1)c1cc(Cl)ccc1N1C(=O)C=CC1=O,32.8,-64.9,105.7*,1.0,10.1,3.5,0.1,-2.4,22.8
CC(C)C(=O)Nc1cccc(NC(=S)NC(=O)c2ccc([N+](=O)[O-])cc2)c1,17.6,-20.6,7.4,4.9,-9.0,11.7,2.3,-4.0,0.2
c1ccc(-n2cccc2CNC2CCCCC2)cc1,16.7,-1.2,-18.3,-1.9,70.1*,7.3,-1.5,0.8,16.9
O=C(O)c1ccc(N=NNc2cccc([N+](=O)[O-])c2)cc1,7.3,-12.2,5.7,0.1,3.1,0.8,1.2,-2.0,-9.9
CN(Cc1ccccc1)C(=O)Cn1c(=O)oc2cc(S(=O)(=O)NCc3ccccc3)ccc21,14.8,-21.5,62.5,9.1,4.3,12.7,4.3,3.0,11.7

# The list is partial; rates above refer to the full screens.
